West Nile antiviral: inhibition of WNV-induced cytopathic effect – cell-based, CPE readout (AID 1621); West Nile virus-infected cells, CPE inhibition; higher % means a stronger effect; CPE inhibition, % at 10 µM, or IC50 in µM where a hit was titrated; actives 0.02% (n = 290,000); in the data active = a potency from the dose series; inconclusive = CPE inhibition mostly from about 3.7% at the one dose, without a potency; inactive = the rest, 99 in 100 with CPE inhibition below about 2.2%; note: strong numbers were not always called active
RSV antiviral HEp-2: inhibition of RSV-induced cytopathic effect – HEp-2 cells, primary 10 µM value included (AID 2391); HEp-2 cells, RSV-induced CPE inhibition; higher % means a stronger effect; CPE inhibition, % at 10 µM, or IC50 in µM where a hit was titrated; actives 0.13% (n = 310,000); in the data active = a potency from the dose series; inconclusive = CPE inhibition mostly from about 23% at the one dose, without a potency; inactive = the rest, 99 in 100 with CPE inhibition below about 21%; note: strong numbers were not always called active
ER stress rescue: rescue of cells from ER stress-induced death, primary screen, 384-well, CSM14.1, thapsigargin, ATP luminescence (AID 1222); CSM14.1 thapsigargin-induced death rescue, ATP luminescence; higher % means a stronger effect; cellular ATP content (survival), % at 20 µM, or EC50 in µM where a hit was titrated; 190,000 tested, under 10 active;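 active = EC50 below 50 µM in the dose-response confirmation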;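 note: death triggered by thapsigargin at about 15 µM added after 2 h compound pretreatment; cell ATP read after overnight thapsigargin exposure of roughly 18 to 22 hours; normalized against plate controls of thapsigargin alone and 5% DMSO vehicle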
Yfh1-off respiration: enhancers of respiration in Yfh1-depleted yeast, dose response, Friedreich's ataxia, plus single-dose screen (AID 1465); S. cerevisiae Yfh1-off respiration, WST-1 reduction, 72 h; higher fold induction means a stronger effect; one-dose fold induction at 50 µM; EC50 in µM for titrated hits; actives 0.074% (n = 220,000);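 active = fold induction of absorbance versus untreated yeast above a set limit, then at least 30% activation at any dose in follow-up; inconclusive = repeats straddling the limit, or above it without dose testing; inactive = fold induction below the set limit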;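 note: activators that raise dye reduction in frataxin-depleted yeast; strong numbers were not always called active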
WT yeast gro inh: growth inhibition of WT yeast, mitochondrial fusion screen | mitochondrial fusion phenotypic screen, WT strain | inhibition, % at 10 µM | actives 2.1% (n = 190,000); in the data active = inhibition above about 58%; tested in S. cerevisiae
XIAP displacement: XIAP antagonists, biochemical, IAP family, fluorescence polarization (AID 1018). actives 0.007% (n = 200,000). displacement, % at 20 µM; hits with a dose series show IC50 in µM. XIAP BIR domain, fluorescence polarization peptide displacement; higher % means a stronger effect; in the data active = displacement above about 50%; note: a part of the inactive calls stands beside numbers as strong as those of hits
Dengue-2 NS5 capping: Dengue-2 NS5 methyltransferase inhibitors, primary screen, biochemical, confirmation dose response (AID 588689); Dengue-2 NS5 methyltransferase capping enzyme assay, biochemical; higher % means a stronger effect; one-dose inhibition, % at 25 µM; IC50 in µM for titrated hits; actives 0.3% (n = 340,000); in the data active = a potency from the dose series; inconclusive = inhibition above about 29% without an active follow-up result
SV40 large T antigen: SV40 large T antigen inhibitors, biochemical (AID 1903); SV40 large T antigen ATPase/helicase inhibition assay; higher % means a stronger effect; inhibition, % at 20 µM, or IC50 in µM where a hit was titrated; actives 0.39% (n = 310,000); in the data active = a potency from the dose series; inconclusive = inhibition mostly from about 32% at the one dose, without a potency; inactive = the rest, 99 in 100 with inhibition below about 32%; note: strong numbers were not always called active
K1F lysis inhibition: inhibition of K1F phage lysis, E. coli UTI89, bacterial capsule biogenesis inhibitors, alamar blue (AID 488966). E. coli UTI89 K1F phage lysis, alamar blue, 2 h; higher % means a stronger effect. actives 0.02% (n = 340,000). inhibition, % at 100 µM, or IC50 in µM where a hit was titrated;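 active = phage lysis inhibition, versus mean bacterial control, above a set limit; inconclusive = no clear call, values can overlap the other calls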;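 note: capsule biogenesis inhibitors block K1F phage lysis so surviving cells raise fluorescence; higher fluorescence means more inhibition of phage lysis; actives were called in the ten point dose series up to 300 µM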
WT yeast gro inh mutant strain: second read-out of WT yeast gro inh, no call of its own (marks repeat the call); inhibition, %; mitochondrial fusion phenotypic screen, mutant strain inhibition
Starred values were filed as active, the others as inactive; i = inactive; ? = inconclusive; . = not tested or not shown; & = joins results of further samples; [ ] = remark or other dose.

molecule	West Nile antiviral	RSV antiviral HEp-2	ER stress rescue	Yfh1-off respiration	WT yeast gro inh	WT yeast gro inh mutant strain	XIAP displacement	Dengue-2 NS5 capping	SV40 large T antigen	K1F lysis inhibition
COc1ccccc1NCC(=O)NNCC(=O)Nc1ccc(F)c(Cl)c1	0.0%	3.1%	-1.1%	i	-18	-13	-7.5%	-4%	10%	0.2%
COc1cccc(C(=O)OCn2nnc3ccccc3c2=O)c1	0.0%	0.5%	.	i	-6	13	-4.5%	-3%	1%	4.0%
CCOC(=O)CC1=C(C(=O)OCC)C(c2ccc(OC)c(OC)c2)C(C#N)=C(N)O1 (stereo not drawn)	0.4%	0.4%	-4.2%	i	-12	-6	-5.1%	-5%	0%	0.0%
CCOC(=O)N1CCN(C(=S)NC(C)(C)C)CC1	0.3%	0.2%	-2.3%	i	6	-1	-5.8%	-8%	6%	3.4%
Brc1ccc(-c2csc(N/N=C/c3ccco3)n2)cc1	0.3%	?	0.6%	i	44	19	-2.8%	2%	-1%	0.5%
Cc1ccc(N(C(C)C(=O)NCc2ccncc2)S(C)(=O)=O)cc1C (stereo not drawn)	0.7%	0.9%	-0.6%	i	-4	-5	-10%	-6%	3%	-0.9%
NCCCC[C@H](N[C@@H](CCc1ccccc1)C(=O)O)C(=O)N1CCC[C@H]1C(=O)O	-0.1%	2.1%&1.8%	.	.	.	.	.	-4%&-3%	9%&7%	5.1%&0.2%
COC(=O)COc1ccc(S(=O)(=O)Nc2ccc3c(c2)OCO3)cc1	-0.3%	0.4%	-4.1%	i	-10	-6	-2.5%	3%	4%	2.3%
CC(C)OC(=O)CC(NC(=O)OC(C)(C)C)c1ccccc1 (stereo not drawn)	-1.1%	-0.6%	-4.0%	i	-17	-8	-25%	.	11%	.
COc1ccc(OC)c(S(=O)(=O)NNC(=S)Nc2ccc3c(c2)OCO3)c1	0.0%	1.3%	.	.	.	.	.	12%	16%	0.1%[50 µM]
COc1ccc2c(c1)c(=O)oc1cc(OCC(=O)NCC3CCC(C(=O)O)CC3)ccc12 (stereo not drawn)	-0.4%	3.5%	.	.	.	.	.	0%	5%	-3.1%
N#C/C(=C\c1ccco1)C(=O)Nn1cnnc1	0.3%	1.2%	-0.7%	i	-2	-12	-6.6%	1%	7%	0.0%
O=C1CC(N2CCN(c3ccccc3)CC2)C(=O)N1c1cccc(Cl)c1 (stereo not drawn)	0.8%	0.0%	.	.	.	.	.	-5%	15%	0.1%
CCCC(C(=O)NC(C)(C)C)N(Cc1ccccc1Cl)C(=O)c1snc(C(N)=O)c1N (stereo not drawn)	-0.7%	5.8%	.	.	.	.	.	-10%	8%	-1.9%
CC(OC(=O)c1ccncc1)C(=O)Nc1cc(S(=O)(=O)N2CCCCC2)ccc1Cl (stereo not drawn)	0.0%	1.5%	-0.8%	i	6	12	0.2%	-7%	-4%	0.1%[50 µM]
COc1ccc(Nc2nc(N3CCCCC3)nc(N3CCCCC3)n2)c(OC)c1	-0.3%	1.0%	-2.3%	i	.	.	-7.3%	0%	.	-0.9%
CN(C)CCNC(=O)/C(=C/c1ccc(-c2ccc(Cl)cc2)o1)NC(=O)c1ccccc1	-1.9%	18%	-1.0%	i	18	6	-2.9%	-9%	-9%	?
CCc1ccc(C2=NN(CCC(=O)NC(C)c3ccc4c(c3)OCCO4)C(=O)CC2)cc1 (stereo not drawn)	0.2%	2.2%	1.1%	i	3	8	-4.3%	-1%	7%	0.3%
O=[N+]([O-])c1ccc(Oc2ccc(OCc3ccccc3)cc2)nc1	0.1%	?	.	.	.	.	.	-9%	5%	0.0%
CC12CCC(=O)N1C(C(=O)NCCN1C(=O)S/C(=C\c3ccccc3F)C1=O)CS2 (stereo not drawn)	.	-0.2%	.	.	.	.	.	9%	9%	0.3%[50 µM]
NC(=O)Nn1c(CCC(=O)O)ccc1-c1ccc(Br)cc1	-0.4%	-0.2%	5.0%	i	-6	-2	-5.5%	-3%	8%	0.0%
Cc1ccc(S(=O)(=O)N2CCCC(C(=O)NCC(C)C)C2)cc1 (stereo not drawn)	-0.9%	1.1%	1.3%	i	-6	-11	-7.4%	-3%	-1%	0.6%
COc1ccc(CCNC(=O)CN2C(=O)COc3ccc(S(=O)(=O)N4CCOCC4)cc32)c(OC)c1	-0.4%	5.2%	.	.	.	.	.	-7%	27%	1.6%
COc1cc(C(=O)OC2CCN(C)CC2)cc(OC)c1OC	0.1%	-0.3%	-2.1%	i	4	15	-4.4%	3%	1%	-0.3%
CCC(c1nnc(SCC(=O)N2CCOCC2)n1C1CCCCC1)N(C)C (stereo not drawn)	-0.1%	1.4%	.	i	.	.	.	-10%	7%	0.2%
CCOC(=O)/C=C/C(=O)NNC(=O)c1ccccc1Cl	-0.6%	0.5%	5.4%	i	-2	9	-3.5%	-3%	4%	0.2%
O=C(CSc1nc(-c2ccccc2)nc2c1CCCC2)N1CCOCC1	-0.1%	-1.0%	-0.6%	i	0	-5	-6.0%	-10%	5%	-0.1%
N#C/C(=C\c1ccc(Sc2nc3ccccc3[nH]2)o1)c1ccccc1	0.3%	11%	5.5%	i	37	42	-0.8%	-10%	13%	0.2%
N#Cc1ccc(CSc2nc(N)cc(=O)[nH]2)cc1	0.5%	0.6%	.	.	.	.	.	.	10%	-0.7%
CN(CCC#N)C(=O)COC(=O)/C=C/c1ccc2c(c1)OCO2	1.2%	-0.4%	-1.3%	i	-14	-5	-12%	-2%	7%	-0.7%

Single records (already shown). Order of values: West Nile antiviral | RSV antiviral HEp-2 | ER stress rescue | Yfh1-off respiration | WT yeast gro inh | WT yeast gro inh mutant strain | XIAP displacement | Dengue-2 NS5 capping | SV40 large T antigen | K1F lysis inhibition
Record of COc1ccc2c(c1)c(=O)oc1cc(OCC(=O)NCC3CCC(C(=O)O)CC3)ccc12 (stereo not drawn) : -0.4% | 3.5% | . | . | . | . | . | 0% | 5% | -3.1%
Record of Brc1ccc(-c2csc(N/N=C/c3ccco3)n2)cc1 : 0.3% | ? | 0.6% | i | 44 | 19 | -2.8% | 2% | -1% | 0.5%

Carrying on:
molecule	West Nile antiviral	RSV antiviral HEp-2	ER stress rescue	Yfh1-off respiration	WT yeast gro inh	WT yeast gro inh mutant strain	XIAP displacement	Dengue-2 NS5 capping	SV40 large T antigen	K1F lysis inhibition
NC(=O)NC(c1ccc(Cl)cc1)c1ccccc1Cl (stereo not drawn)	-0.1%	-0.3%	.	i	.	.	.	7%	13%	-1.3%
O=C(NC1CCCCCCC1)c1ccco1	0.1%	-0.3%	-2.0%	i	2	3	0.6%	-6%	-3%	2.7%
Cc1cc(=O)oc2cc(NC(=O)C3COc4ccccc4O3)ccc12 (stereo not drawn)	0.6%	-0.5%	-1.8%	i	11	-15	-8.2%	3%	6%	-1.9%
CCC(C)n1c(-c2cccs2)nc2nc3ccccc3nc21 (stereo not drawn)	1.4%	1.2%	1.4%	i	0	-6	-15%	3%	13%	0.4%
O=C(Nc1ccccc1O)c1nc(Cl)ccc1Cl	-0.7%	-0.9%	-0.6%	i	-24	17	-12%	-9%	11%	0.8%
NC(N)=NCCCC(NC(=O)c1ccccc1)C(=O)Nc1ccc2ccccc2c1 (stereo not drawn)	.	-2.0%	.	.	.	.	.	-9%	17%	i
CC1=C(C(=O)OC(C)C)C(c2ccsc2)NC(=O)N1C (stereo not drawn)	-0.2%	1.3%	-0.7%	i	-10	-2	-3.9%	1%	0%	0.2%
CN(CC(=O)Nc1ccccc1Br)Cc1nc2ccccc2c(=O)[nH]1	-0.2%	2.1%	-0.5%	i	-8	-20	-1.1%	7%	6%	-0.2%
COc1ccccc1C(CNC(=O)c1cc(C)nc2ccccc12)N(C)C (stereo not drawn)	0.4%	0.1%	.	.	.	.	.	-2%	5%	0.9%
O=C(COc1ccccc1Cl)Nc1cc(Cl)ccc1Oc1ccccc1	0.0%	0.2%	2.2%	i	-10	3	-7.6%	-7%	-7%	5.6%
CCOC(=O)C1=C(O)C(=O)N(c2ccc(S(N)(=O)=O)cc2)C1c1ccc(Br)cc1 (stereo not drawn)	-0.1%	1.1%	.	i	.	.	.	2%	21%	-0.1%
COc1ccc(CNC(=O)C2CCN(S(=O)(=O)N3CCC4(CC3)OCCO4)CC2)c(OC)c1	-0.9%	1.5%	-3.5%	i	7	0	-1.4%	-1%	2%	1.2%[50 µM]
O=C(O)C(NS(=O)(=O)c1ccccc1)C(O)c1ccccc1 (stereo not drawn)	-0.3%	0.0%	.	.	.	.	.	-5%	4%	0.1%
C/C(=N\Nc1ccc([N+](=O)[O-])cc1)c1ccc(O)cc1	0.1%	?	5.3%	i	17	36	-5.9%	.	24%	.
CC(C)(NC(=O)c1ccccc1)c1nc2ccccc2s1	.	2.0%	.	.	.	.	.	-9%	31%	0.1%
Cc1cccc(NS(=O)(=O)c2ccc3c(c2)NC(=O)CC(=O)N3)c1	0.5%	0.4%	-1.3%	i	-7	-13	-1.8%	-2%	30%	0.3%
CSCCC(NC(N)=O)C(=O)Nc1cccc(C#N)c1 (stereo not drawn)	0.7%	0.6%	3.9%	i	9	-3	-15%	-9%	4%	3.6%
COc1ccc(-c2noc(N3CCCC(C(=O)Nc4ccccc4F)C3)n2)cc1 (stereo not drawn)	2.0%	1.9%	.	.	.	.	.	-1%	10%	-2.5%
Cc1ccc2c(COC(=O)C3=COCCO3)cc(=O)oc2c1	0.3%	.	0.7%	i	1	1	-5.0%	3%	10%	-0.1%
CCOC(=O)c1cnn(-c2cc(C)nc3c(-c4ccccc4)c(C)nn23)c1N	-0.2%	2.1%	-1.8%	i	10	2	1.9%	-6%	-4%	1.2%
CCOc1ccc(N2C(=O)CS/C2=N/NC(=O)COc2ccc3ccccc3c2)cc1	-0.3%	7.2%	3.1%	i	21	-6	-7.7%	-2%	4%	-1.7%
CCNC(=O)CSc1nnc(C2CC2)n1-c1ccccc1	0.3%	0.4%	0.2%	i	7	9	-14%	2%	13%	0.4%
O=C(COC(=O)c1ccc2[nH]c3c(c2c1)CCCC3)Nc1ccccc1Cl	0.1%	-1.6%	-2.0%	i	8	3	-8.3%	-4%	7%	0.4%
CNC(=O)Nc1cccc(NC(=O)NC)n1	.	3.4%	-1.2%	.	-19	-5	-4.2%	-2%	13%	5.5%
Cc1ccc(C)c(S(=O)(=O)Nc2ccc(C(=O)NCC(c3ccco3)N3CCCCC3)cc2)c1 (stereo not drawn)	-0.3%	2.5%	.	.	.	.	.	-9%	25%	0.4%
Cc1ccc(NC(=S)N2CCC(O)CC2)c(C)c1	0.7%	3.1%	-0.1%	i	1	7	-1.9%	-2%	0%	0.2%

Assay outcomes as filed in PubChem BioAssay.
